p53 reactivator = mutant p53 re-activation in reporter cells | AID 504706 | H1299 p53-A138V BP100-luciferase reporter, luminescence, 24 h | actives 0.063% (n = 320,000) | Potency, µM (top dose mostly 92.2 µM), without a hit: at the highest dose activity change, positive = activation, actives largely listed as activators; also: potency is read from the fitted curve at half-maximal effect; % of control where 0% means no effect; nearly all actives have a fitted effect of over 45% in size
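H1299 (p53-null), stable ts p53-A138V + BP100-Luc; 1000 cells/well, Opti-MEM/10% FBS; cpd 4 pt, 1:5; 24 h, 37 deg C, 5% CO2; detection reagent 10 min RT; luminescence.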
PTAP TSG101 blk = blocks PTAP/TSG101 interaction to inhibit HIV-1 budding; Potency, µM (top dose mostly 115 µM), without a hit: at the top dose activity change, negative = inhibition, usual class: inhibitors; 340,000 tested, under 10 active; Fluorescence polarization, FITC-PTAP peptide / Tsg101 binding; Q99816; active = well fitted inhibition curve with a large enough effect in the main read-out, with a control signal flat, not every such curve was filed as active; inconclusive = small, poorly fitted or top-dose-only effect, or effect the other way, or a change in a side signal; inactive = no such curve, though single readings can be large or run the other way; also: potency is read from the fitted curve at half-maximal effect; % of control where 0% means no effect
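Fluorescence anisotropy tracks displacement of a FITC-tagged PTAP peptide (50 nM) from the Tsg101 binding domain (10 uM), following a 20 min room-temperature incubation at pH 7.5.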
ELG1 genotox = inducers of genotoxicity in HEK293T ELG1-luciferase cells; HEK293T ELG1-luciferase reporter, luminescence, 16 h; Potency, µM (highest dose often 46 µM), inactives show top-dose activity change, positive = activation, actives largely listed as activators; actives 1.3% (n = 330,000); AID 504466; also: potency is read from the fitted curve at half-maximal effect; % of control where 0% means no effect; nearly all actives have a fitted effect of over 60% in size
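DMSO vehicle served as control against compound-treated ELG1-luciferase HEK293T cells; exposure lasted 16 hr at 37 °C and 5% CO2, followed by ONE-Glo luminescence detection after 30 min.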
USP2a block = blocks human ubiquitin-specific protease USP2a; O75604; USP2 core, Ub-CHOP2 coupled fluorogenic reporter, 485/531; Potency, µM (titrated, usually from 38.3 µM), for the others: top-dose activity change, negative = inhibition, usual class: inhibitors; actives 0.01% (n = 330,000); AID 463254;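 also: potency is read from the fitted curve at half-maximal effect; plate controls were DMSO wells for no effect and full inhibition by NEM control for full effect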
Target sequence (O75604 whole entry, looked up): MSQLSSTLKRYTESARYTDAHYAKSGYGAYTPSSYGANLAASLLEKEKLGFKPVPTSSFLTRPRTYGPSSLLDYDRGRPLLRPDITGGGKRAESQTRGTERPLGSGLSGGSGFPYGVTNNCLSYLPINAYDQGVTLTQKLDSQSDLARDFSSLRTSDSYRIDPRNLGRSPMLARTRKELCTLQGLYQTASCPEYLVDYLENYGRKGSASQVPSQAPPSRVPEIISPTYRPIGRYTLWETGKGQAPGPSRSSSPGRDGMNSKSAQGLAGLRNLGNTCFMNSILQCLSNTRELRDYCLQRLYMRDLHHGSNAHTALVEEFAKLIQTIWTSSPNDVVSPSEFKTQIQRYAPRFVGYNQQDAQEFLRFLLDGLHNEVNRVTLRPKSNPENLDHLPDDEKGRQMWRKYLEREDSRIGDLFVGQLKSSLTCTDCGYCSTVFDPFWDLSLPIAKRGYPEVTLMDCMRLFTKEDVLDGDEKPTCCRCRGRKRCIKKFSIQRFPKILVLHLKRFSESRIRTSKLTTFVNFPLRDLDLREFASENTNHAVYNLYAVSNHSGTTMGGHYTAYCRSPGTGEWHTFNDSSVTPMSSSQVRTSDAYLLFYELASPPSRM
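Cell-free coupled assay: 10nM USP2 core preincubated 30min RT with compound in Tris-HCl pH 8.0/CaCl2/CHAPS buffer, then 25nM Ub-CHOP2 and 25nM reporter substrate; fluorescence (Ex 485/Em 531) read after 60min RT, normalized to NEM inhibition, concentration-response curves fitted.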
BRCA1 expr up = BRCA1 expression activation; MCF7-BRCA1-FFLuc reporter, luminescence, 48 h; response scale: scaled: vehicle 0%, 10 µM genistein 100%; Potency, µM (titrated, usually from 46.1 µM), inactives show at the top dose activation, most hits filed as activators; actives 1.1% (n = 380,000); AID 624202; also: potency is read from the fitted curve at half-maximal effect; nearly all actives have a fitted effect of over 80% in size; some results filed as inactive show a strong effect at the top dose
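Luminescence from a BRCA1-driven firefly luciferase in MCF7 cells was the read-out, taken 15 min after substrate addition following 48 h compound exposure at 37 °C. Data were normalized to a 10 microM genistein control and DMSO vehicle.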
TRPV1 ag = human TRPV1 agonism; Q8NER1; TRPV1-expressing cells, Fluo-8 calcium influx, agonist mode; activation, % at 8.33 µM; actives 0.19% (n = 320,000); AID 540275; in the data active = activation above about 80%; inconclusive = between about 30% and that limit; also: 0% is about no effect
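Cells expressing TRPV1 were dye-loaded with Fluo-8 and read kinetically: 10 s baseline, 3 min after compound (agonist portion), then 2 min after EC20 capsaicin (allosteric enhancer portion). Calcium-bound dye fluorescence at 480/520 nm.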
uPA generation = cell surface uPA generation inhibition; actives 0.31% (n = 330,000); AID 540303; cell surface uPA generation assay, qHTS; Potency, µM (series often up to 38.3 µM), inactives show at the highest dose activity change, negative = inhibition, most hits filed as inhibitors; active = well fitted inhibition curve with a large enough effect; inconclusive = small, poorly fitted or top-dose-only effect; inactive = no such curve, though single readings can be large or run the other way; tested in mouse RAW 264.7 cells; also: potency is read from the fitted curve at half-maximal effect; % is scaled to controls: 0 for no effect and ±100 for the full control effect; nearly all actives have a fitted effect of over 55% in size
ASM inhibitor = inhibitors of human secretory acid sphingomyelinase; P17405; placental ASM, HMU-PC fluorogenic substrate, 60 min; Potency, µM (top dose mostly 57.5 µM), for inactives: at the top dose activity change, negative = inhibition, most hits filed as inhibitors; actives 0.006% (n = 340,000); AID 504937; also: potency is read from the fitted curve at half-maximal effect
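Fluorogenic HMU-PC substrate (9 uM final) is turned over by placental ASM in 60 min at 37 C after a 10 min compound preincubation. Reaction ended by alkaline stop (pH 10), with fluorescence read at 386/447 nm.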
B2AR arrestin = beta2AR (human) beta-arrestin recruitment activity | beta-arrestin recruitment to beta2AR, cell-based reporter | Potency, µM (top dose mostly 46.1 µM), for inactives: at the top dose activation, hits mostly activators | actives 0.02% (n = 330,000);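 also: potency is read from the fitted curve at half-maximal effect; 0% = DMSO controls and full agonism = EC100 isoproterenol or metaproterenol; nearly all actives have a fitted effect of over 65% in size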
Eya2 phos inh = inhibitors of human Eya2 phosphatase activity; recombinant Eya2, OMFP fluorescence dephosphorylation (OMFP is methylfluorescein phosphate); Potency, µM (top dose mostly 76.9 µM), inactives show at the highest dose activity, negative = inhibition, usual class: inhibitors; actives 0.006% (n = 330,000); AID 488837; O00167; also: potency is read from the fitted curve at half-maximal effect; % is scaled to controls: 0 for no effect and ±100 for the full control effect
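Eya2 protein (added as 0.2 uM solution) was preincubated with compound for 10 min at ambient temperature in 50 mM HEPES pH 7.5, 50 mM NaCl, 5 uM MgCl2, 0.05% BSA, 1 mM DTT. OMFP (added at 50 uM) then reacted 10 min; fluorescence read at 485/525 nm.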
a7 integrin act = activators of alpha7 integrin expression for muscular dystrophy; alpha7betagal myoblasts, beta-gal FDG fluorescence, 48 h; actives 0.064% (n = 350,000); Potency, µM (doses to about 38.3 µM), for inactives: at the highest dose activation, hits mostly activators;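 also: potency is read from the fitted curve at half-maximal effect; 100% = response of the positive control SU9516; nearly all actives have a fitted effect of over 60% in size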
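Alpha7betagal+/- myoblasts (passage 13) were plated 16-24 hr, then exposed to compounds (1:260 dilution of DMSO stock) for 48 hours at 37C. After MPER lysis, β-galactosidase reporter activity was read as FDG fluorescence (ex 480/em 540) after 30 minutes.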
Active calls of the source: *; ? = inconclusive; / = no result given; [ ] = dose if it differs, or a comment. Unless noted, calls follow the shape of the dose curve; as a rule, active = well fitted curve in the direction sought with a large enough effect; inconclusive = small, poorly fitted or top-dose-only effect, or another doubt; inactive = no such curve, though single readings can be large; an effect the other way counts as inactive or inconclusive.

compound	p53 reactivator	PTAP TSG101 blk	ELG1 genotox	USP2a block	BRCA1 expr up	TRPV1 ag	uPA generation	ASM inhibitor	B2AR arrestin	Eya2 phos inh	a7 integrin act
COC(=O)[C@]1(CC(C)C)N[C@H](c2ccc(-c3ccc(F)cc3)c(OC)c2)[C@@H]2C(=O)N(C)C(=O)[C@@H]21	-12%	0%	-5%	0%	-22%	2	-5%	-5%	0.4%	12%	-24%
N#CC(c1ccccc1)(c1ncc(C(F)(F)F)cc1Cl)N1CCOCC1 (configuration not stated)	3%	-3%	0%	-1%	-23%	/	9%	-3%	-0.4%	7%	-4%
Cc1ccc(NC(=O)C2=NNC(=O)CC2)cc1S(=O)(=O)Nc1ccc(SC(F)F)cc1	-15%	0%	-2%	3%	-23%	-2	0%	-12%	-0.7%	-4%	25%
COc1ccc(C(=O)N2CC3(CC(c4cccc([N+](=O)[O-])c4)=NO3)C[C@H]2C(=O)NCC(N)=O)cc1 (some centres not stated)	-3%	-1%	1%	2%	-18%	0	10%	-2%	-0.1%	15%	18%
COc1ccc(CCNc2c(C)c(C)nc3ncnn23)cc1	-5%	1%	-7%	3%	-82%	1	/	3%	-1.0%	9%	-43%[inhibitor]
Cc1c(/C=N/NC(=O)c2ccccc2O)c2ccccn2c1C(=O)c1ccc(F)cc1	18%	0%	-17%	-24%	-90%[inhibitor]	-5	-18%	-16%	-0.6%	4%	1%
CSCCC(NC(=O)c1ccc(Cl)cc1)C(=O)OCC(C)=O (configuration not stated)	-1%	-3%	3%	-1%	-6%	-5	/	-1%	-0.1%	8%	?
COC(=O)c1ccc(CNC(=O)COC(=O)C2CC3C=CC2C3)cc1 (configuration not stated)	10%	0%	-1%	0%	-18%	13	1%	-2%	-0.4%	-1%	-16%
CN(c1ccccc1)S(=O)(=O)c1cccc(NC(=O)C2CCCO2)c1 (configuration not stated)	-4%	-1%	2%	2%	-5%	/	-1%	2%	0.0%	-14%	-19%
CCOC(=O)c1c(CN2CCN(c3ccccc3)CC2)oc2cc(Br)c(O)cc12	13%	-2%	-5%	1%	-31%	0	2%	?	0.1%	-1%	25%
O=C1CCN(Cc2ccc(O)cc2)CCN1[C@H](CO)c1ccccc1	11%	-5%	2%	0%	12%	-4	-2%	-1%	-1.1%	21%	26%
O=C(NCc1ccccn1)Nc1cccc(Cl)c1Cl	10%	1%	?	1%	10µM*	8	-6%	5%	-0.2%	2%	40%
CCc1c(C)nc(N)n2c(SCC(=O)Nc3ccccc3OC)nnc12	5%	-1%	0%	-1%	-38%	-3	/	-2%	0.0%	-15%	2%
CCCCNc1nnc(Cc2ccc(Cl)cc2)c(=O)[nH]1	5%	-4%	3%	1%	14%	-4	14%	1%	-0.2%	12%	?
COc1ccccc1C1CCN(Cc2ccc3ccccc3c2)CC1	-2%	0%	-13%	-1%	-62%	2	-6%	-5%	5.9%	-20%	-20%
O=C(Cn1ccc(NC(=O)OCc2ccccc2)nc1=O)NCc1ccccn1	0%	-1%	0%	0%	12%	-5	-9%	0%	0.3%	-4%	0%
CC(C)NC(=O)N(C)C[C@@H]1Oc2ccc(NC(=O)Nc3ccc(C(F)(F)F)cc3)cc2CC(=O)N([C@H](C)CO)C[C@@H]1C	4%	-8%	-4%	-1%	-69%	/	7%	-12%	0.2%	1%	30%
O=C(NCc1cccs1)C1CCCN(S(=O)(=O)c2cnc[nH]2)C1 (configuration not stated)	-2%	1%	0%	5%	-4%	2	-8%	3%	0.2%	9%	-41%
CCOc1cc(-c2noc(CCC(=O)Nc3cccnc3)n2)ccc1OC	-3%	-5%	4%	-1%	12%	0	-2%	1%	0.0%	13%	-6%
COC(=O)c1sccc1NC(=O)Nc1cccc(Cl)c1Cl	7%	-2%	-3%	2%	-18%	?	-9%	-18%	-0.1%	6%	23%
Cc1ccc(-c2nnc(SC(C)C(=O)NCC3CCCO3)nc2-c2ccc(C)cc2)cc1 (configuration not stated)	-4%	-1%	-5%	-1%	-9%	?	-5%	-16%	-0.1%	8%	26%
O=C(COc1ccccc1[N+](=O)[O-])NCCC1=CCCCC1	-5%	0%	-5%	-1%	-25%	?	-2%	-2%	-0.1%	-4%	23%
COc1ccc(Cl)cc1NC(=O)N1CCN(S(C)(=O)=O)CC1	/	-4%	/	/	-1%	-2	-4%	-3%	/	/	7%
CCN(CC(=O)Nc1cc(Cl)ccc1C)C(=O)C1CCCCC1	-3%	0%	11%	2%	-12%	8	12%	-1%	-0.1%	-12%	19%
CCNC(=O)C1=C(O)c2sccc2N(C)S1(=O)=O	-3%	0%	0%	2%	28%	-3	-1%	-2%	-0.1%	-12%	-9%
Cc1cc(C(=O)COc2ccccc2C(N)=O)c(C)n1C	-1%	3%	1%	-1%	55%	-1	6%	3%	0.0%	9%	-13%
Cc1ccc(C(=O)NCc2ccco2)cc1S(=O)(=O)N1CCCCC1	-2%	-2%	0%	1%	-2%	11	-15%	-3%	-0.9%	27%	26%
Nc1nc(SCC(=O)NCc2ccco2)[nH]c(=O)c1-c1ccccc1	-1%	-6%	-3%	-1%	4%	0	1%	3%	-0.1%	6%	-11%
CCCCn1c(SCC(=O)NCc2ccccc2)nc2ccc(N3CCOCC3)cc2c1=O	9%	-4%	-4%	-1%	-17%	0	/	107%[activator]	-0.2%	-7%	-15%
COc1cc(C(=O)NC(c2ccccc2)c2ccccc2)cc(OC)c1C	-2%	-1%	-1%	-1%	1%	-8	4%	-3%	-0.1%	6%	34%
COc1ccc(CNC(=O)COC(=O)c2n[nH]c3ccccc23)cc1OC	-12%	-2%	-10%	2%	-54%	4	-1%	-1%	-1.4%	6%	14%
COc1ccc(CCCC(=O)Nc2ccc(F)cc2)cc1	11%	1%	1%	0%	-6%	?	2%	-1%	-0.4%	5%	7%
Cc1cc(C)nc(NS(=O)(=O)c2ccc(N/C=C\C(=O)c3cccs3)cc2)n1	0%	-2%	8%	10%	0%	2	-1%	163%[activator]	-0.1%	-13%	35%
C=CCN(c1ccccc1)S(=O)(=O)c1cccc(C(=O)N(CC)CC(=O)Nc2c(F)cccc2F)c1	-1%	/	-19%	1%	-25%	5	-12%	-5%	-0.7%	3%	-9%
O=C(CCc1cn2ccccc2n1)NC1CCCc2c1cnn2-c1ccccc1F (configuration not stated)	4%	-2%	0%	3%	-3%	3	1%	3%	0.1%	4%	-33%
CCc1nc2ccccc2n1Cc1ccccc1OC	-22%	-6%	-10%	-8%	-22%	-4	2%	1%	0.4%	11%	-26%
O=S(=O)(CCN1CCSCC1)c1ccc(Cl)cc1	0%	-4%	-1%	-1%	-5%	2	-2%	-2%	-0.4%	2%	0%
